Bioassay records as filed in PubChem BioAssay.
hcDAF12 agonist: activates DAF-12 receptor from parasite H. contortus; HEK293 hcDAF-12 lit1-tk-luc reporter, luminescence; 0% DMSO, 100% Δ7-dafachronic acid; activation, % at 6.8 µM; 370,000 tested, 1.4% active;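 active = activation above the mean of all tested compounds plus 3 SD, cut at about 5.5% in these data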;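 note: 100% = response to 3 µM Δ7-dafachronic acid high control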
SMARCA2 act: activators of SMARCA2 function | MG213 cells, MMTV-luciferase reporter, dexamethasone, overnight | activation, % at 9.1 µM | 370,000 tested, 1% active | AID 652017; in the data active = activation above about 7.8%;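 note: 0% = vehicle wells and 100% = reference activator wells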
DAX1 inh-1: inhibitors of DAX1 repression of SF-1 activated StAR promoter. HEK293T StAR-luciferase reporter, SF-1/DAX-1 repression relief. inhibition, % at 6.8 µM. 370,000 tested, 1.1% active. AID 652010;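 active = inhibition above the mean over all tested compounds plus 3 SD, cut at about 3.6% in these data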;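 note: 0% = DAX-1 cells with DMSO and 100% = cells lacking DAX-1 with DMSO; higher inhibition means more luminescence from relief of DAX-1 repression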
ssDAF12 agonist: activators of S. stercoralis DAF-12 nuclear receptor | HEK293 ssDAF-12/GRIP1 lit1-tk-luc reporter, luminescence; % of 3 µM dafachronic acid response | activation, % at 6.8 µM | 370,000 tested, 1% active | AID 652126;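 active = activation above the mean over all tested compounds plus 3 SD, cut at about 0.9% in these data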;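 note: 0% = DMSO-only wells and 100% = 3 µM delta7-dafachronic acid wells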
FXN GAA850 act: frataxin GAA850 promoter activation | HEK293 lucGAA850 FXN promoter luciferase reporter, 24 h; percent of 10 µM SAHA response | activation, % at 6 µM | 360,000 tested, 0.56% active | AID 540364;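 active = activation above the average of all compounds screened plus 3 SD, cutoff fixed separately per campaign, cut at about 7.5% in these data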;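 note: 0% = DMSO wells and 100% = 10 µM SAHA wells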
hgDAF-12 ag: activates the H. glycines DAF-12 receptor ligand-binding domain; HEK293 GAL4-hgDAF12 UAS-luciferase reporter, agonist luminescence; normalized to butyrate control; 370,000 tested, 1.8% active; activation, % at 6.8 µM;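 active = activation above a cutoff set at the mean of all screened compounds plus 3 SD, cut at about 10% in these data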;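 note: 0% = DMSO wells and 100% = sodium butyrate wells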
GC-B act: GC-B (human) receptor activation. P20594. 370,000 tested, 0.11% active. HEK293-GC-B cells, CNP EC30, cGMP TR-FRET; 0% at EC30 CNP, 100% saturating CNP. activation, % at 10 µM. AID 1920062;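 active = activation at 10 µM reaching about 35% in either raw or pattern-adjusted values, limit read from the data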
proKLK7 act: activators of human kallikrein-7 zymogen. P49862. purified proKLK7, EDANS-DABCYL substrate fluorescence; 100% is mature enzyme control, 0% vehicle. activation, % at 7 µM. 370,000 tested, 0.9% active. AID 652039;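 active = activation above the mean of all tested compounds plus 3 SD, computed per campaign excluding outliers beyond control limits, cut at about 13% in these data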
DAX1 inh-2: inhibitors of human orphan nuclear receptor DAX1 (NR0B1); inhibition, % at 6.75 µM; 340,000 tested, 0.99% active; HEK293 Gal4-DAX1 luciferase reporter, luminescence; P51843; AID 504766;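 active = inhibition above the mean over all tested compounds plus 3 SD, cut at about 4.2% in these data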;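 note: 0% = DAX1-transfected cells with DMSO and 100% = empty-vector control cells with DMSO; inhibition shows as a rise in luminescence from relieved DAX1 repression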
HGIII-sPLA2 inh: Blocks human group III sPLA2 activity; 370,000 tested, 0.56% active; Q9NZ20; inhibition, % at 12.2 µM; QFRET BODIPY PC-A2 liposome hydrolysis, fluorescence;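 active = inhibition above mean plus 3 SD of compounds lying within the high and low control bounds, cut at about 19% in these data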;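 note: 0% = median of test compound wells and 100% = no enzyme DMSO wells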
GC-A act: GC-A (human) enzyme activation | HEK293 GC-A cells, cGMP TR-FRET, EC30 ANP; 0% at EC30 ANP, 100% saturating ANP | activation, % at 10 µM | 370,000 tested, 0.14% active | AID 1671463 | P16066; in the data active = activation above about 40%
Target sequence (P16066 whole entry, looked up): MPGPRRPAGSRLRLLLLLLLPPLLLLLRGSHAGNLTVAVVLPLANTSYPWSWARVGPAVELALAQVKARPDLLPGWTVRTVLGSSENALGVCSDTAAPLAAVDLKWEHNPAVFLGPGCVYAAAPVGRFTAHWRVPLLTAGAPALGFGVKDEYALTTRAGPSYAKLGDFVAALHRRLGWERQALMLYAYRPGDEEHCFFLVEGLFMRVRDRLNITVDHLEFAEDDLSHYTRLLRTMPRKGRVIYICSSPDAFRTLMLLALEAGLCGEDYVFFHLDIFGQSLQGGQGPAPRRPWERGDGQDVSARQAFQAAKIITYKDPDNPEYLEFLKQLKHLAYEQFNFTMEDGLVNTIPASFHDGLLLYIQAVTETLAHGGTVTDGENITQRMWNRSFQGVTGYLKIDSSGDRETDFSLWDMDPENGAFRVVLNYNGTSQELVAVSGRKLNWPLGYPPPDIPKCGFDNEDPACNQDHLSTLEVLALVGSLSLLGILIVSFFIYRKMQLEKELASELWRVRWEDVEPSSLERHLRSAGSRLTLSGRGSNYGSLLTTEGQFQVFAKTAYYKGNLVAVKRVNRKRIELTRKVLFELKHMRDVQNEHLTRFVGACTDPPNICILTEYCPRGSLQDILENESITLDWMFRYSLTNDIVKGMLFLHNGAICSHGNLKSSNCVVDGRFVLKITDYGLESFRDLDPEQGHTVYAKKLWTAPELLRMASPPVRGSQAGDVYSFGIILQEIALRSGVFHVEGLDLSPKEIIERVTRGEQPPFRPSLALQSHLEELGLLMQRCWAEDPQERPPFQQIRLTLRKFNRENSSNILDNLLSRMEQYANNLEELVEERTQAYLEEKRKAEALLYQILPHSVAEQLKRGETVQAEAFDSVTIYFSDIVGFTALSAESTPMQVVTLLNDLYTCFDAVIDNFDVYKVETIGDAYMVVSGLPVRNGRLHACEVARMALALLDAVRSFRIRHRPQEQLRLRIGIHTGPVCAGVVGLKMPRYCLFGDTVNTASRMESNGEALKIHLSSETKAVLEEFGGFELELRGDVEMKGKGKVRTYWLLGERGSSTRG
* hit, by the source's call; . = no result given.

no.	SMILES	hcDAF12 agonist	SMARCA2 act	DAX1 inh-1	ssDAF12 agonist	FXN GAA850 act	hgDAF-12 ag	GC-B act	proKLK7 act	DAX1 inh-2	HGIII-sPLA2 inh	GC-A act
1	Cc1nc2ncccn2c1-c1csc(Nc2ccc(O)cc2)n1	-2.4	-4	-2.0	-1.3	-1.6	-7.0	2	0.0	-0.1	-6	-6
2	C/C(Cn1nnc([N+](=O)[O-])n1)=N\NC(=O)c1ccc(O)cc1O	0.9	0	-1.5	-0.8	1.3	4.4	4	-0.6	-1.7	7	-1
3	O=C(COC(=O)c1cccc(OC(F)F)c1)NC1CCCC1	1.0	-2	0.1	-1.4	1.8	1.0	0	0.5	0.7	10	10
4	Nc1c(-c2ccc(Cl)cc2)cnc2c(-c3ccccc3)cnn12	2.6	7.9*	1.6	-0.3	5.7	14*	-7	0.0	7.8*	-2	-46
5	COc1ccc(C2=NOC(Cn3nc(-c4ccccc4C)cc3C(=O)O)C2)cc1 (stereo unspecified)	0.4	-1	0.6	-0.6	1.7	-0.8	1	0.6	-0.3	-19	3
6	CCOc1ccccc1Nc1nnc(SCC(=O)NC2CCS(=O)(=O)C2)s1 (stereo unspecified)	-0.8	-1	-0.6	-1.3	0.0	-2.0	2	-0.5	-0.1	2	2
7	O=C(Cn1c(NCCO)nc2ccccc21)Nc1ccc2c(c1)OCCCO2	0.0	-3	1.4	-0.6	0.0	-0.2	0	0.3	-0.5	-2	1
8	Cc1csc(=O)n1CCC(=O)O	-0.3	-3	-0.3	-1.4	0.4	0.3	9	0.1	-0.6	3	1
9	COc1ccc2c(COC(=O)[C@@H]3CCCN3S(=O)(=O)c3ccc(Cl)cc3)cc(=O)oc2c1	-0.2	0	-0.4	-1.0	0.5	0.8	-5	-2.2	-0.8	-9	3
10	Cc1nonc1NC(=O)CSc1nc2ccc(Cl)cc2[nH]1	-1.5	-4	-0.1	-0.1	-1.4	-4.4	-2	-0.4	2.5	-14	-6
11	O=c1c(Cl)c(NCC2CCCO2)cnn1C12CC3CC(CC(C3)C1)C2 (stereo unspecified)	1.4	-6	0.4	-1.2	-0.8	3.0	-2	-0.6	1.6	15	0
12	O=C(Nc1ccccn1)C(=O)N1CCCCC1	-0.7	8.2*	-0.1	-0.9	1.3	5.1	5	0.6	2.8	3	5
13	CCc1nnc(NC(=O)c2ccc3c(c2)C(=O)N(CC)C3=O)s1	-1.6	1	1.1	-0.9	0.3	-0.9	-7	-0.5	0.0	0	2
14	CCCSc1nc2c([nH]1)c(=O)n(C)c(=S)n2C	-0.5	-4	0.1	-1.4	0.1	-1.3	-1	-0.3	-0.2	20*	0
15	COC(=O)Cc1cc(=O)[nH]c(/N=C(\N)Nc2ccc(C(C)C)cc2)n1	-2.0	-3	-1.1	-2.1	1.7	-5.7	3	-0.1	-0.4	-38	3
16	Cc1cc(NC(=O)COC(=O)c2nccnc2N)n(-c2ccccc2)n1	-0.1	1	1.1	-1.3	-1.0	5.9	2	-27	0.2	7	0
17	CCN(CC)C(=O)[C@H]1C[C@H](CC(=O)NCCC2=CCCCC2)C(=O)N2CCc3c([nH]c4cc(CCC(=O)N(C)C)ccc34)[C@]12C	0.2	-6	-0.1	-1.0	0.0	-1.2	2	1.5	-1.5	-5	-1
18	Cn1nnnc1SCCNC(=O)C1CCC(=O)N(CCc2ccccc2)C1 (stereo unspecified)	0.9	2	0.5	-1.1	-0.6	0.4	-3	0.0	-0.2	4	2
19	COc1ccc(Cn2nnnc2C(c2cc3cc(C)ccc3[nH]c2=O)N2CCOCC2)cc1 (stereo unspecified)	-0.2	-1	-0.5	-0.8	4.7	1.3	0	1.1	-0.3	4	-1
20	CC(C)n1cnc2c(=S)nc[nH]c21	-0.9	-3	-0.3	-0.7	-0.1	0.9	-1	0.2	-1.1	1	5
21	CN(NS(=O)(=O)c1cccs1)c1ncc(C(F)(F)F)cc1Cl	-0.3	-1	0.9	-0.2	1.7	-0.4	1	-0.2	-0.5	-11	-1
22	O=C(NCCN1CCC(n2c(=O)[nH]c3cc(Cl)ccc32)CC1)c1ccc(F)cc1	0.7	1	1.0	-1.5	.	0.6	-9	-0.1	.	-17	-7
23	CC(C)OC(=O)NCN1C(=O)C2C3C=CC(C3)C2C1=O (stereo unspecified)	-1.5	-1	0.0	-0.3	0.4	11*	-5	-0.3	0.8	5	5
24	Cc1cc(-c2cc(-c3ccccc3)on2)nc(NC2CCCC2)n1	0.5	0	0.1	-1.2	1.8	0.7	-14	0.0	0.5	0	-4

2 entries picked at random from the list so far, as already listed:
no.	SMILES	hcDAF12 agonist	SMARCA2 act	DAX1 inh-1	ssDAF12 agonist	FXN GAA850 act	hgDAF-12 ag	GC-B act	proKLK7 act	DAX1 inh-2	HGIII-sPLA2 inh	GC-A act
24	Cc1cc(-c2cc(-c3ccccc3)on2)nc(NC2CCCC2)n1	0.5	0	0.1	-1.2	1.8	0.7	-14	0.0	0.5	0	-4
18	Cn1nnnc1SCCNC(=O)C1CCC(=O)N(CCc2ccccc2)C1 (stereo unspecified)	0.9	2	0.5	-1.1	-0.6	0.4	-3	0.0	-0.2	4	2

Going on with the list.
no.	SMILES	hcDAF12 agonist	SMARCA2 act	DAX1 inh-1	ssDAF12 agonist	FXN GAA850 act	hgDAF-12 ag	GC-B act	proKLK7 act	DAX1 inh-2	HGIII-sPLA2 inh	GC-A act
25	CCOc1c2ccc(C(=O)NCc3ccc(C)cc3)cc2nn1CC	-1.7	1	0.4	-1.7	-0.2	-0.7	-2	1.2	0.3	2	3
26	CCOC(=O)Cn1nc(C)c2ccccc2c1=O	-0.7	-1	-0.2	-1.7	0.2	-2.0	3	-0.4	2.2	4	-9
27	C/C(Cn1nnc([N+](=O)[O-])n1)=N\NC(=O)c1ccc(C)cc1	-0.3	0	-1.2	-1.7	1.7	2.0	-1	-0.2	-0.9	-2	2
28	CCc1ccc(NC(=O)c2onc(C)c2Cl)cc1	17*	2	7.7*	2.2*	3.4	29*	2	-0.6	4.5*	2	-1
29	Cc1c(NS(=O)(=O)c2cccc(C(=O)Nc3ccc(SC(F)F)cc3)c2)c(=O)n(-c2ccccc2)n1C	-2.3	0	-2.9	-1.4	-1.2	-2.9	-2	0.1	-0.9	-35	-4
30	COc1cccc(/C=C2\C(=O)N(c3cccc(C)c3)C(=O)c3ccccc32)c1	0.5	-4	0.4	-0.9	0.7	-0.7	-5	-1.2	-0.7	-3	3
31	COc1ccccc1N1CCN(C2CCN(C(=O)c3ccc(F)cc3)CC2)CC1	-3.2	-4	0.0	-0.7	0.8	0.7	3	0.2	1.0	0	4
32	CC1CCN(Cc2nnnn2-c2cccc([N+](=O)[O-])c2)CC1	2.1	-2	-0.5	-1.0	0.7	2.8	-1	-1.0	-1.3	12	-4
33	Cc1ccccc1CC(=O)N1CCOCC1	-1.8	0	0.1	-1.2	-1.3	0.7	0	-0.2	2.6	-5	4
34	COc1ccc(NC(=O)CN(C)C(=O)CSc2nc3ccccc3s2)cc1	4.0	-1	5.0*	0.8	0.4	8.3	1	0.4	1.8	-7	2
35	CN1CCC(N2CCN(c3cccc(C(F)(F)F)c3)CC2)CC1	-1.5	3	0.1	-1.5	-0.7	0.4	1	-0.2	-0.9	-2	2
36	Cn1c(=O)[nH]c(=O)c2c1nc(N(CCO)Cc1ccccc1)n2Cc1ccccc1Cl	-0.6	-2	0.6	-2.0	1.4	-0.2	-7	0.6	-0.2	4	-10

Entries by screen from above:
FXN GAA850 act, entries 26–31, in order: 0.2, 1.7, 3.4, -1.2, 0.7, 0.8
GC-B act, entries 26–31, in order: 3, -1, 2, -2, -5, 3

(continued)
#37 CCn1cc(C(=O)O)c(=O)c2cnc(N3CCN(C(=S)Nc4ccccc4C(F)(F)F)CC3)nc21
#38 COc1ccc(S(=O)(=O)N(C)CC(=O)Nc2c(F)cccc2F)cc1
#39 O=C(COc1ccc(Cl)c(Cl)c1)NC1CCS(=O)(=O)C1 (stereo unspecified)
#40 CN(NC(=O)C(=O)NCc1ccco1)C(=O)NC1CCCCC1
#41 C[C@@H]1CN([C@@H](C)CO)C(=O)c2cccc(NS(=O)(=O)c3ccc(F)cc3)c2O[C@H]1CN(C)C(=O)NC1CCCCC1
#42 O=C(NC1=NCCS1)Nc1ccccc1
#43 O=C(/C=C\c1ccc2c(c1)OCO2)NC1(C(=O)Nc2ccc3c(c2)OCO3)CCCCC1
#44 CCOC(=O)[C@]12CCCC=C1N(Cc1ccccc1)C(=O)[C@H](CC(=O)NCc1ccc(C)o1)C2
#45 CCN(C(=O)CN1CCN(C)CC1)c1cccc2ccccc12
#46 COc1ccc(/C=C/C(=O)N2CCOCC2)cc1OC

| assay / compound | 37 | 38 | 39 | 40 | 41 | 42 | 43 | 44 | 45 | 46 |
| --- | --- | --- | --- | --- | --- | --- | --- | --- | --- | --- |
| hcDAF12 agonist | -0.3 | -0.1 | 1.6 | 0.3 | 2.0 | 3.3 | 0.9 | -1.4 | 1.3 | -1.7 |
| SMARCA2 act | 2 | -1 | 6 | -3 | 2 | 2 | -3 | -4 | -2 | -1 |
| DAX1 inh-1 | -0.7 | -0.2 | 1.4 | -0.5 | -0.2 | 2.8 | 0.7 | 0.7 | -0.7 | -0.4 |
| ssDAF12 agonist | -1.2 | -1.2 | -1.6 | -0.5 | -0.9 | -0.2 | -1.2 | -0.3 | -0.6 | 0.4 |
| FXN GAA850 act | 3.1 | -2.2 | -0.6 | . | 0.0 | 2.0 | -3.1 | . | -0.3 | 0.0 |
| hgDAF-12 ag | -1.9 | -0.1 | -2.3 | -1.7 | 0.2 | 11* | -1.5 | 3.2 | 1.4 | 0.4 |
| GC-B act | -3 | 1 | 3 | 2 | 11 | -1 | 1 | 8 | 3 | 7 |
| proKLK7 act | 0.5 | -0.5 | -0.2 | 0.6 | 0.9 | -0.2 | 0.8 | 0.5 | -0.2 | -0.1 |
| DAX1 inh-2 | 1.1 | 0.6 | 1.1 | . | 0.7 | 0.7 | 0.4 | . | 1.3 | 0.9 |
| HGIII-sPLA2 inh | 1 | 2 | -1 | -3 | -1 | 5 | -24 | 0 | 7 | 15 |
| GC-A act | -3 | 2 | 1 | 4 | 1 | -2 | -2 | -2 | 0 | -4 |

Complete entries as entered above. Values in the order: hcDAF12 agonist | SMARCA2 act | DAX1 inh-1 | ssDAF12 agonist | FXN GAA850 act | hgDAF-12 ag | GC-B act | proKLK7 act | DAX1 inh-2 | HGIII-sPLA2 inh | GC-A act
COc1ccc(/C=C/C(=O)N2CCOCC2)cc1OC as listed: -1.7 | -1 | -0.4 | 0.4 | 0.0 | 0.4 | 7 | -0.1 | 0.9 | 15 | -4
O=C(/C=C\c1ccc2c(c1)OCO2)NC1(C(=O)Nc2ccc3c(c2)OCO3)CCCCC1 as listed: 0.9 | -3 | 0.7 | -1.2 | -3.1 | -1.5 | 1 | 0.8 | 0.4 | -24 | -2

No enrichment for hits. About 6.7% of those tested had a hit in this group.
